GPT2 inh – inhibitors of human GPT2 alanine aminotransferase | Q8TD30 | Recombinant GPT2, coupled pyruvate oxidase/HRP Amplex Red fluorescence | Potency, µM (top dose mostly 57.7 µM), for the others: top-dose activity change, negative = inhibition, most hits filed as inhibitors | 0.25% of 100,000 active; further: potency means the concentration at half of the fitted maximal effect; nearly all actives have a fitted effect of over 60% in size; many of its hits are not listed in these tables
Target sequence (Q8TD30 whole entry, looked up): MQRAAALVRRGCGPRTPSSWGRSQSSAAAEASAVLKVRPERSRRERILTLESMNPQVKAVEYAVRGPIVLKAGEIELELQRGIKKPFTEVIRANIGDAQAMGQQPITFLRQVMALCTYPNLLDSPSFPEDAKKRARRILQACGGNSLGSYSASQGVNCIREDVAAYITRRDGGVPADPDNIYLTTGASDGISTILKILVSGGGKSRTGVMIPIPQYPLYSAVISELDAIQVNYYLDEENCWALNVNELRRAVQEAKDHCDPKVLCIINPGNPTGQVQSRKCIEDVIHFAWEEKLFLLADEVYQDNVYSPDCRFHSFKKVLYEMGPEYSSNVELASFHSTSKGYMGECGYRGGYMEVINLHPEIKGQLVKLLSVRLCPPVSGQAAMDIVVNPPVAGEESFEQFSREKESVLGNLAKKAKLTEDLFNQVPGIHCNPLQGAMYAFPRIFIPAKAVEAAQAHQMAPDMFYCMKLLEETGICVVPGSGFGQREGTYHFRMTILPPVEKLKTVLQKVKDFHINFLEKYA
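Inhibition is scored from Amplex Red fluorescence generated when pyruvate oxidase and HRP act on pyruvate released by GPT2. Reactions contain 10ng/uL enzyme, 250uM a-KG and 2mM L-alanine and run 30 min at room temperature.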
IP6K1 inh – IP6K1 kinase inhibition; Q92551; IP6K1 kinase, ADP-Glo luminescence, 2 h; stronger effect = lower value; activity change, % (series mostly up to about 58 µM); 0.81% of 140,000 active; in the data active means activity change below about -25%
Target sequence (Q92551 whole entry, looked up): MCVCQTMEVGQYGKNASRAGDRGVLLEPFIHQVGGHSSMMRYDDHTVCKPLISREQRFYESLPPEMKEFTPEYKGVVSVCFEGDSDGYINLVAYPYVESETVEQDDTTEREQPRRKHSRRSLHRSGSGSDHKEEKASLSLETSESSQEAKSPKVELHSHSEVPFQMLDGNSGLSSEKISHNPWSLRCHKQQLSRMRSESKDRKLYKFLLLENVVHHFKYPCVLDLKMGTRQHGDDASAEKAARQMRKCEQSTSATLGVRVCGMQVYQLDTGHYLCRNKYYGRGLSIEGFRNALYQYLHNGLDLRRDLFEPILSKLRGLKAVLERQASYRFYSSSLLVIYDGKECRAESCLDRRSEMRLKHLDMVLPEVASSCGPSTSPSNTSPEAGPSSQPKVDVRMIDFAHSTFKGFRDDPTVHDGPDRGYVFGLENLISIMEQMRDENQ
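ADP-Glo luminescence measures ADP made by human IP6K1 during a 2 h RT reaction with ATP/IP6 (mix at 1.3 mM/130 uM); top library doses 57.5 and 19.1 uM final.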
Luciferase inh – inhibitors of firefly (Photinus pyralis) luciferase. P08659. purified P. pyralis luciferase, luminescence, biochemical. Potency, µM (doses to about 115 µM), without a hit: at the top dose activity change, negative = inhibition, usual class: inhibitors. 2.5% of 76,000 active. AID 1347043; further: potency means the concentration at half of the fitted maximal effect; nearly all actives have a fitted effect of over 65% in size
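Biochemical qHTS: compound (6-point titration) added to 10uM D-luciferin plus 10uM ATP in Tris acetate pH 7.5 buffer with Mg, Tween-20 and BSA, then purified enzyme at 10nM; light output imaged.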
HEK cytotox – cytotoxic compounds in HEK 293 cells; HEK 293 viability, ATP luminescence (CellTiter-Glo), 48-72 h; Potency, µM (titrated, usually from 115 µM), for inactives: top-dose activity change, negative = cytotoxicity, actives largely listed as inhibitors; 6.6% of 94,000 active; AID 1345083; further: potency means the concentration at half of the fitted maximal effect; nearly all actives have a fitted effect of over 60% in size
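CellTiter-Glo luminescence (cellular ATP) was read after 48 or 72 hr of compound exposure at 37 degree Celsius. Cells were HEK 293 plated at 250 cells/well.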
SNCA viab count – reduces viability of HEK-293 SNCA reporter cells; Potency, µM (highest dose often 57.1 µM), for inactives: top-dose activity change, negative = cytotoxicity, actives largely listed as cytotoxic; 0.12% of 150,000 active; AID 1671193; HEK-293-SNCA-luc viability, GF-AFC fluorescence, 24 h;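 further: potency means the concentration at half of the fitted maximal effect; 0% = DMSO-treated cells and -100% = medium-only wells without cells; nearly all actives have a fitted effect of over 30% in size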
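HEK-293-SNCA-luc cells (1500/well) plated 24 h, then exposed 24 h to a dilution series; GF-AFC added 30 min at 37C, fluorescence 405/540 nm; normalised to medium-only and DMSO wells, Hill fit.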
NIH3T3 tox – kills NIH 3T3 cells | Potency, µM (titrated, usually from 96.7 µM), for inactives: at the highest dose activity change, negative = cytotoxicity, most hits filed as inhibitors | AID 1345082 | 4.3% of 94,000 active | NIH 3T3 viability, CellTiter-Glo ATP luminescence, 48-72 h; further: potency means the concentration at half of the fitted maximal effect; nearly all actives have a fitted effect of over 55% in size
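Cytotoxicity is measured as loss of cellular ATP: NIH 3T3 cells (400/well) are exposed to compound for 48 or 72 hr at 37 °C, then CellTiter-Glo luminescence is imaged after 10 min at room temperature.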
SNCA expr inh – SNCA gene expression inhibition; HEK-293 SNCA-luciferase knock-in, luminescence, 24 h; Potency, µM (top dose mostly 57.2 µM), inactives show at the highest dose activity change, negative = inhibition, actives largely listed as inhibitors; 0.17% of 140,000 active; AID 1671194;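 further: potency means the concentration at half of the fitted maximal effect; plate controls were DMSO cells for no effect and cell-free wells for full effect; nearly all actives have a fitted effect of over 45% in size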
* marks the source's active call; other numbers are inactive results; i = inactive; ? = inconclusive; / = no result given; & = joins results of further samples; [ ] = remark or other dose. Unless noted, the call rests on the fitted dose curve; in most records, active means well fitted curve in the direction sought with a large enough effect; inconclusive means small, poorly fitted or top-dose-only effect, or another doubt; inactive means no such curve, though single readings can be large; an effect the other way counts as inactive or inconclusive. Unless noted, on the % scale 0 is the no-effect control and ±100 the full control effect.

Codes: A = GPT2 inh; B = IP6K1 inh; C = Luciferase inh; D = HEK cytotox; E = SNCA viab count; F = NIH3T3 tox; G = SNCA expr inh
COCCn1c(C)cnc1CCNC(=O)c1ccc(OC)nc1OC
  A: ?; B: -1; C: -11%; D: -29%; E: -7%; F: -6%; G: 0%

Cc1ncc(CO)c(CN2CCC3(CC2)Cc2ccccc2CNC3=O)c1O
  A: -6%; B: 22; C: /; D: 3%; E: -4%; F: 4%; G: 32%

CC1=CCC(C(C)(C)O[C@@H]2O[C@H](CO[C@@H]3O[C@@H](C)[C@H](O)[C@@H](O)[C@H]3O)[C@@H](O)[C@H](O)[C@H]2O)CC1 (some centres not stated)
  A: i; B: 11; C: /; D: /; E: -3%[23.9 µM]; F: /; G: /

COc1ccccc1-c1nn(CCC(=O)Nc2ccc(C)cc2)c2nc(C)cc(C)c12
  A: /; B: -6; C: /; D: /; E: 3%; F: /; G: -23%

CCOc1ccccc1NC(=O)Cn1c(=O)n(Cc2ccccc2)c(=O)c2c1c1cc(C)ccc1n2C
  A: /; B: 9; C: /; D: /; E: 1%; F: /; G: 2%

O=C(C1CCC1)N1CCC2(CC1)CC(N1CCCCC1)CCO2 (configuration not stated)
  A: i; B: 18; C: /; D: -3%; E: -13%; F: 1%; G: -9%

O=C(Nc1cccc(Cl)c1)N1CCSc2ccccc21
  A: /; B: 33; C: /; D: /; E: -5%; F: /; G: 73%[activator]

CC(=O)N1CCCN(C(=O)c2ccc3c(c2)NC(C)(COc2cccnc2)CO3)CC1 (configuration not stated)
  A: i; B: 10; C: -17%[172 µM]; D: ?; E: -2%[87.6 µM]; F: -35%[138 µM]; G: ?

O=C1OC[C@@H]2CCNCc3ccccc3N12
  A: -5%[88.5 µM]; B: -9; C: 0%[230 µM]; D: i; E: 3%[87.6 µM]; F: i; G: 28%[87.6 µM]

O=C(C[C@@H]1O[C@H](CNC(=O)c2cccc(F)c2)[C@@H](O)[C@H]1O)NC1CC1
  A: 0%[88.5 µM]; B: -4; C: -9%[172 µM]; D: 2%[172 µM]; E: 1%[87.6 µM]; F: -8%[174 µM]; G: -14%[87.6 µM]

Another view of part of the listing above.
compound,GPT2 inh,IP6K1 inh,Luciferase inh,HEK cytotox,SNCA viab count,NIH3T3 tox,SNCA expr inh
COCCn1c(C)cnc1CCNC(=O)c1ccc(OC)nc1OC,?,-1,-11%,-29%,-7%,-6%,0%
Cc1ncc(CO)c(CN2CCC3(CC2)Cc2ccccc2CNC3=O)c1O,-6%,22,/,3%,-4%,4%,32%
CC1=CCC(C(C)(C)O[C@@H]2O[C@H](CO[C@@H]3O[C@@H](C)[C@H](O)[C@@H](O)[C@H]3O)[C@@H](O)[C@H](O)[C@H]2O)CC1 (some centres not stated),i,11,/,/,-3%[23.9 µM],/,/
COc1ccccc1-c1nn(CCC(=O)Nc2ccc(C)cc2)c2nc(C)cc(C)c12,/,-6,/,/,3%,/,-23%
CCOc1ccccc1NC(=O)Cn1c(=O)n(Cc2ccccc2)c(=O)c2c1c1cc(C)ccc1n2C,/,9,/,/,1%,/,2%
O=C(C1CCC1)N1CCC2(CC1)CC(N1CCCCC1)CCO2 (configuration not stated),i,18,/,-3%,-13%,1%,-9%
O=C(Nc1cccc(Cl)c1)N1CCSc2ccccc21,/,33,/,/,-5%,/,73%[activator]

Further results.
Codes: A = GPT2 inh; B = IP6K1 inh; C = Luciferase inh; D = HEK cytotox; E = SNCA viab count; F = NIH3T3 tox; G = SNCA expr inh
CC(C)CN1C(=O)COC[C@@H]1[C@H](O)c1ccc(NC(=O)COc2ccccc2)cc1
  A: i; B: 2; C: 11%[172 µM]; D: -15%[172 µM]; E: 4%[87.6 µM]; F: -12%[138 µM]; G: 15%[87.6 µM]

COc1ccc(CNC(=O)C[C@@H]2C[C@H]3O[C@H](CNC4CCCC4)[C@@H](O)[C@H]3O2)cc1
  A: -2%[88.5 µM]; B: 4; C: 0%[172 µM]; D: -14%[172 µM]; E: 5%[87.6 µM]; F: -13%[174 µM]; G: -20%[87.6 µM]

CCS(=O)(=O)c1ccc(OC)c(C(=O)OC)c1
  A: 2%; B: 12; C: /; D: /; E: 0%[23.9 µM]; F: /; G: -28%[25.6 µM]

CCCn1c2ccccc2c2cnn(CC(=O)NCCc3ccc(S(N)(=O)=O)cc3)c(=O)c21
  A: /; B: 17; C: /; D: /; E: 7%; F: /; G: 3%

COc1cc(NS(=O)(=O)c2c(C)nc3sc(C)c(C)n3c2=O)cc(OC)c1
  A: /; B: 10; C: /; D: /; E: 3%; F: /; G: 5%

O=C(NCCc1ccc(Cl)cc1)C1CCc2nnc(CN[S+](=O)([O-])c3ccccc3Cl)n21 (configuration not stated)
  A: 0%; B: -4; C: /; D: ?; E: -16%; F: ?; G: 21%

O=C1NC(c2cccc([N+](=O)[O-])c2)=CCN1c1ccccc1O
  A: i; B: -13; C: /; D: /; E: 3%; F: /; G: 21%

COc1ccc(C(=O)Oc2cc(-c3ccc(OC)c(OC)c3)cc(=O)c3c(C)oc(C)c23)cc1
  A: /; B: -8; C: /; D: /; E: -21%; F: /; G: 10%

CS(=O)(=O)N1CCC(OC2CCN(C(=O)Nc3cccc(Cl)c3)CC2)CC1
  A: -6%; B: -8; C: -7%; D: ?; E: -2%; F: ?; G: 14%

Cc1cccc(NS(=O)(=O)c2ccc(Cl)c(C(=O)Nc3ccccc3C)c2)c1
  A: /; B: -14; C: /; D: /; E: 17%; F: /; G: -24%

Codes: A = GPT2 inh; B = IP6K1 inh; C = Luciferase inh; D = HEK cytotox; E = SNCA viab count; F = NIH3T3 tox; G = SNCA expr inh
C=C1C(O)CCC2(C)CC3(OC)OC(=O)C(C)=C3CC12 (configuration not stated)
  A: i; B: -9; C: /; D: /; E: -7%; F: /; G: /

COc1ccc(C2Cn3nnc(-c4noc(-c5ccc(C)cc5C)n4)c3CO2)cc1 (configuration not stated)
  A: -9%; B: 2; C: -13%; D: 13%; E: 10%; F: i; G: -8%

CCc1nonc1NC(=O)c1oc2cc(C)c(Cl)cc2c1C
  A: /; B: -1; C: /; D: /; E: 3%; F: /; G: 17%

O=C(O)COCC(=O)N[C@H]1CCN2C(=O)c3cc(-c4ccccc4F)ccc3NC(=O)[C@H]12
  A: -1%; B: -8; C: 9%; D: 1%; E: -1%; F: -4%; G: 0%

Cc1nn(-c2ccccc2)c2c1C(C(C)C)N(C1CN(C(=O)N(C)C)C1)C2=O (configuration not stated)
  A: /; B: 0; C: /; D: ?; E: /; F: -26%; G: /

Cc1cccc(N(C)S(=O)(=O)c2nnc(NC(=O)c3cccs3)s2)c1
  A: /; B: -15; C: /; D: /; E: 16%; F: /; G: 28%

Cc1cc(-c2cc3c(n(Cc4cccnc4)c2=O)CCN(C(=O)CCc2ccccc2)C3)ccc1F
  A: i; B: 8; C: -12%; D: -3%; E: 2%; F: -11%; G: -23%

COc1ccc(-c2n[nH]c3c2CC(=O)N(Cc2ccccc2)C3)cc1OC
  A: -15%[88.5 µM]; B: 5; C: -4%[172 µM]; D: 2%[172 µM]; E: -19%[87.6 µM]; F: ?; G: 5%[87.6 µM]

COc1ccccc1CN1CCN(C(=O)c2ccc(CCC(C)(C)O)cc2)CC1
  A: -6%; B: 19; C: -1%; D: 2%; E: -1%; F: -6%; G: -5%

Cc1cc(NC(=O)c2cccc(Cl)c2)ccc1-c1cc2ccccc2oc1=O
  A: /; B: 22; C: /; D: /; E: 8%; F: /; G: -6%

Codes: A = GPT2 inh; B = IP6K1 inh; C = Luciferase inh; D = HEK cytotox; E = SNCA viab count; F = NIH3T3 tox; G = SNCA expr inh
Cc1ccc(NC(=O)C2CCN(c3nnc(C)c4c(C)n(-c5ccccc5)nc34)CC2)c(Cl)c1
  A: /; B: -9; C: /; D: /; E: -3%; F: /; G: -6%

COc1cccc(N2C(=O)NC(=NC3CCCCC3)C23CCCN(C(=O)c2ccccc2F)C3)c1 (configuration not stated)
  A: i; B: -9; C: /; D: i; E: 2%; F: i; G: -7%

CC(=O)N[C@@H](CS)C(=O)O
  A: -5%; B: 8; C: /; D: /; E: 3%; F: /; G: 23%

O=C(Cc1ccc(F)cc1)N1CCC(C(=O)N2CCCC2c2nc3ccncc3[nH]2)CC1 (configuration not stated)
  A: i; B: 9; C: /; D: -6%; E: 0%; F: -7%; G: 18%

CCOc1ccccc1-n1nnc(-c2nc(-c3ccccc3)no2)c1N
  A: /; B: 17; C: /; D: /; E: 3%; F: /; G: 144%[activator]

Cc1ccc(N2CCC(NC(=O)Cc3ccccc3Cl)C2=O)cc1 (configuration not stated)
  A: i; B: 4; C: -5%; D: -2%; E: 7%; F: i; G: 0%

O=C(Nc1cccc(F)c1)c1cnc2c(c1)N(C(=O)Cc1cccc(C(F)(F)F)c1)CCC2
  A: -7%; B: 10; C: -15%; D: ?; E: -12%; F: ?; G: 4%

CCOC(=O)c1cccc(NC(=O)N2CC[C@@H](CC(=O)NCCN(C)C)[C@@H](CC)C2)c1
  A: -1%[88.5 µM]; B: 4; C: 2%[172 µM]; D: -7%[172 µM]; E: 5%[87.6 µM]; F: 4%[174 µM]; G: -17%[87.6 µM]

COc1ccc(N2CCN(C(=O)c3ccc4c(c3)CCN4S(C)(=O)=O)CC2)cc1
  A: /; B: -17; C: /; D: /; E: 5%; F: /; G: 85%[activator]

O=C(Cc1ccc(N(Cc2cccc(F)c2)C(=O)c2ccco2)cc1)NCc1ccco1
  A: -4%; B: -5; C: -3%; D: 89µM*; E: 7%; F: ?; G: -24%

Codes: A = GPT2 inh; B = IP6K1 inh; C = Luciferase inh; D = HEK cytotox; E = SNCA viab count; F = NIH3T3 tox; G = SNCA expr inh
Cc1noc2c(-c3cccc(O)c3)cc(-c3cccs3)nc12
  A: -1%[88.5 µM]; B: -20; C: 9%[172 µM]; D: 71µM*; E: -8%[87.6 µM]; F: 40µM*; G: -11%[87.6 µM]

C(=C\c1ccccc1)/CN1CCN(C(c2ccccc2)c2ccccc2)CC1
  A: 1%&-6%; B: 6; C: /; D: /; E: -6%; F: /; G: -14%

Cn1nc(-c2ccncc2)cc1NC(=O)c1ccccc1F
  A: -3%[88.5 µM]; B: -5; C: /; D: ?; E: -1%[87.6 µM]; F: ?; G: -17%[87.6 µM]

O=C(CSc1cn(CC(=O)N2CCCCC2)c2ccccc12)Nc1ccccc1
  A: /; B: -9; C: /; D: /; E: -2%; F: /; G: -10%

CNC(=O)c1cc(C)nc2onc(C3CCN(C(=O)Nc4ccccc4)C3)c12 (configuration not stated)
  A: /; B: 3; C: /; D: i; E: /; F: -2%; G: /

COc1ccc(CNC(=O)CN2C(=O)c3cccnc3Oc3ccc(C)cc32)cc1
  A: /; B: 19; C: /; D: /; E: -15%; F: /; G: -10%

Cc1ccc([N+](=O)[O-])cc1S(=O)(=O)N(C)/N=C/c1cnc2ccc(Br)cn12
  A: ?; B: -25*; C: /; D: /; E: ?; F: /; G: /

Bioassay records as filed in PubChem BioAssay.

Some of the compounds tested; count on the stated rates, not on these rows.
